Screening results as filed in PubChem BioAssay.
DAX1 inh-1 – inhibits human nuclear receptor DAX1; inhibition, % at 6.75 µM; HEK293 Gal4-DAX1 luciferase reporter, luminescence; AID 504766; hit rate 0.99% among 340,000; P51843;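 active means inhibition above the mean over all tested compounds plus 3 SD, cut at about 4.2% in these data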;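 further: 0% = DAX1-transfected cells with DMSO and 100% = empty-vector control cells with DMSO; inhibition shows as a rise in luminescence from relieved DAX1 repression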
Target sequence (P51843 207-470 limits assumed): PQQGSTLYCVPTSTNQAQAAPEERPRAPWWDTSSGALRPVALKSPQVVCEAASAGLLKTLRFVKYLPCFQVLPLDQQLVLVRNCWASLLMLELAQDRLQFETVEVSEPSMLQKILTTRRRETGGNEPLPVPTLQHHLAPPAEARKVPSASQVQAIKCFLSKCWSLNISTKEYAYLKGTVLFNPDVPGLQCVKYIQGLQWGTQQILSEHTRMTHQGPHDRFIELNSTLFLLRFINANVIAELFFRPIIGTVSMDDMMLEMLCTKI
ADAM17 inh – inhibitors of human ADAM17; P78536; recombinant ADAM17, EDANS/DABCYL FRET peptide cleavage; inhibition, % at 6.95 µM; hit rate 0.83% among 370,000; AID 720648;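 active means inhibition above the mean of compounds lying between control limits plus 3 SD, set per campaign, cut at about 8.5% in these data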;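 further: 0% = DMSO-only wells as the low control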
PG9 binder – PG9 antibody binding by small molecule. AID 624416. inhibition, % at 6.7 µM. TR-FRET gp120-PG9 antibody binding. hit rate 0.43% among 360,000; in the data active means inhibition above about 8.5%
ADAM10 inh – ADAM10 inhibition, QFRET primary screen; inhibition, % at 7 µM; O14672; recombinant ADAM10, EDANS/DABCYL FRET peptide cleavage, 3 h; hit rate 0.62% among 370,000;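 active means inhibition above a per-campaign cutoff equal to the mean of compounds falling between control-based bounds plus 3 SD, cut at about 20% in these data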;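 further: 0% = DMSO wells while the 100% control is not disclosed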
Target sequence (O14672 214-748 limits assumed): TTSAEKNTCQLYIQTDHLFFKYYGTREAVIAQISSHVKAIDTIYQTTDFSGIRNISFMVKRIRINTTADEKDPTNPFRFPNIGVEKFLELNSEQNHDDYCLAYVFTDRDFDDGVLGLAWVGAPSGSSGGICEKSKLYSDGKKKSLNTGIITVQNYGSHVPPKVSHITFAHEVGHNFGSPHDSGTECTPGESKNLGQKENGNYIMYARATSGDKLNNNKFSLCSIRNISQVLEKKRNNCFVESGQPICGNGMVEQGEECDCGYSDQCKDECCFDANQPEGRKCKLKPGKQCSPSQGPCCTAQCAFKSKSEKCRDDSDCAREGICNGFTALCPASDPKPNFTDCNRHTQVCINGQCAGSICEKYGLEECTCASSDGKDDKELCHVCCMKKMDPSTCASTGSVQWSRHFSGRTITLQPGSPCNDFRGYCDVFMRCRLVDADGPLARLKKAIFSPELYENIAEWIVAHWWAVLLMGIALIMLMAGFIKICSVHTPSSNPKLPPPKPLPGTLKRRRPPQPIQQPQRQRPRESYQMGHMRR
hcDAF12 agonist – activates DAF-12 receptor from parasite H. contortus. HEK293 hcDAF-12 lit1-tk-luc reporter, luminescence; 0% DMSO, 100% Δ7-dafachronic acid. activation, % at 6.8 µM. hit rate 1.4% among 370,000;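 active means activation above the mean of all tested compounds plus 3 SD, cut at about 5.5% in these data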;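 further: 100% = response to 3 µM Δ7-dafachronic acid high control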
hgDAF-12 ag – activates the H. glycines DAF-12 receptor ligand-binding domain | HEK293 GAL4-hgDAF12 UAS-luciferase reporter, agonist luminescence; normalized to butyrate control | activation, % at 6.8 µM | hit rate 1.8% among 370,000 | AID 687014;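 active means activation above a cutoff set at the mean of all screened compounds plus 3 SD, cut at about 10% in these data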;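 further: 0% = DMSO wells and 100% = sodium butyrate wells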
SMARCA2 activ – SMARCA2 function activation, primary screen; activation, % at 9.1 µM; MG213 cells, MMTV-luciferase reporter, dexamethasone, overnight; hit rate 1% among 370,000; in the data active means activation above about 7.8%;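 further: 0% = vehicle wells and 100% = reference activator wells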
DAX1 inh-2 – DAX1 (NR0B1) inhibition, primary screen; hit rate 1.1% among 370,000; inhibition, % at 6.8 µM; HEK293T StAR-luciferase reporter, SF-1/DAX-1 repression relief; AID 652010;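 active means inhibition above the mean over all tested compounds plus 3 SD, cut at about 3.6% in these data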;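 further: 0% = DAX-1 cells with DMSO and 100% = cells lacking DAX-1 with DMSO; higher inhibition means more luminescence from relief of DAX-1 repression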
ssDAF12 agonist – activators of S. stercoralis DAF-12 nuclear receptor | HEK293 ssDAF-12/GRIP1 lit1-tk-luc reporter, luminescence; % of 3 µM dafachronic acid response | activation, % at 6.8 µM | hit rate 1% among 370,000;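 active means activation above the mean over all tested compounds plus 3 SD, cut at about 0.9% in these data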;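 further: 0% = DMSO-only wells and 100% = 3 µM delta7-dafachronic acid wells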
GAA850 FXN act – activators of GAA850 frataxin (FXN) promoter; HEK293 lucGAA850 FXN promoter luciferase reporter, 24 h; percent of 10 µM SAHA response; activation, % at 6 µM; hit rate 0.56% among 360,000; AID 540364;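 active means activation above the average of all compounds screened plus 3 SD, cutoff fixed separately per campaign, cut at about 7.5% in these data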;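 further: 0% = DMSO wells and 100% = 10 µM SAHA wells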
NPR1 activator – GC-A (human) enzyme activation; activation, % at 10 µM; hit rate 0.14% among 370,000; P16066; HEK293 GC-A cells, cGMP TR-FRET, EC30 ANP; 0% at EC30 ANP, 100% saturating ANP; in the data active means activation above about 40%
* = called active by the depositor; i = inactive; . = not tested or not shown.

1: O=C(CCc1nnc(C2CCCCC2)o1)N1CCN(Cc2ccccc2)CC1
2: CC(NCc1ccco1)C(=O)N1CCc2ccccc2C1 (stereo not given)
3: CC(C)C[C@H](NC(=O)OC(C)(C)C)c1n[nH]c(=S)n1N
4: CN(C(=O)c1ccc(NC(=O)Cc2ccc(NC(=O)C3CCN(C(=O)C4CCCCC4)CC3)cc2)cc1)C1CC1
5: C#CCOc1ccccc1/C=N/NC(=O)c1ccccc1OCc1ccccc1
compound no. | 1 | 2 | 3 | 4 | 5
DAX1 inh-1 | -0.1 | -0.4 | 1.7 | -0.5 | -1.0
ADAM17 inh | 0 | -6 | -4 | -1 | -1
PG9 binder | -1.0 | 1.0 | -1.6 | 0.8 | -2.4
ADAM10 inh | -11 | -6 | -4 | -5 | 13
hcDAF12 agonist | 0.8 | -0.6 | -1.4 | -0.5 | -1.1
hgDAF-12 ag | 4.0 | -0.7 | -0.3 | 0.0 | 1.1
SMARCA2 activ | 2 | 0 | 0 | 0 | 1
DAX1 inh-2 | 0.1 | 0.1 | 0.4 | 0.0 | -0.9
ssDAF12 agonist | -0.9 | -1.2 | -1.0 | -1.4 | -0.9
GAA850 FXN act | 4.0 | 1.6 | 1.3 | 1.5 | -2.7
NPR1 activator | 5 | 0 | 1 | 4 | 1

6: CCOc1ccccc1NC(=O)CN(c1nccs1)S(=O)(=O)c1ccc(N)cc1
7: CCc1nc2c(OCCC3CCCCC3)cccn2c1N(C=O)Cc1ccccc1
8: O=C(NNC(=O)c1ccccc1F)c1cccc(S(=O)(=O)N2CCc3ccccc32)c1
9: COc1ccc(NC(=O)c2cc(OC)c(OC)cc2OC)c(S(=O)(=O)N2CCOCC2)c1
10: Cc1cc(N)n(-c2ccc(S(=O)(=O)N3CCOCC3)cc2[N+](=O)[O-])n1
compound no. | 6 | 7 | 8 | 9 | 10
DAX1 inh-1 | 0.6 | . | -0.6 | 1.0 | 2.1
ADAM17 inh | -3 | 3 | 8 | -3 | -5
PG9 binder | 0.4 | -0.2 | 0.1 | 1.0 | 0.3
ADAM10 inh | -8 | -4 | 4 | -6 | -3
hcDAF12 agonist | -2.9 | -0.8 | -2.5 | -0.5 | -0.5
hgDAF-12 ag | 1.2 | -0.5 | -3.9 | 0.2 | -0.2
SMARCA2 activ | -2 | -3 | -5 | 0 | -1
DAX1 inh-2 | 0.2 | -0.6 | -5.7 | -0.3 | 0.1
ssDAF12 agonist | -1.5 | -1.1 | -1.8 | -1.5 | -1.4
GAA850 FXN act | -0.5 | 1.4 | 2.4 | 1.4 | -0.2
NPR1 activator | -1 | -1 | -4 | 1 | -2

11: O=C1CC(Sc2nnc(-c3ccccc3O)o2)C(=O)N1c1ccccc1 (stereo not given)
12: Cc1ccc(N(CC(=O)NCCSc2ccccn2)S(C)(=O)=O)cc1
13: COc1c2c(cc3oc(=O)ccc13)OC(C)(C)C=C2
14: O=C(NC(=S)NCC1CCCO1)c1ccccc1[N+](=O)[O-] (stereo not given)
15: O=C(Nc1nc(-c2ccccc2)cs1)c1cccnc1
compound no. | 11 | 12 | 13 | 14 | 15
DAX1 inh-1 | 1.6 | 0.3 | 3.8 | . | 0.0
ADAM17 inh | -8 | -1 | -260 | -1 | 2
PG9 binder | 1.4 | -0.4 | 0.1 | -2.1 | -0.7
ADAM10 inh | -20 | -2 | i | 4 | 1
hcDAF12 agonist | -1.7 | -0.6 | 3.9 | -2.0 | -2.0
hgDAF-12 ag | -2.8 | -1.9 | 10 | -0.8 | 0.9
SMARCA2 activ | 1 | -2 | 3 | -1 | -1
DAX1 inh-2 | -0.2 | -0.3 | 0.6 | 0.2 | 0.3
ssDAF12 agonist | -1.5 | -1.1 | -1.0 | 0.1 | -1.2
GAA850 FXN act | -3.4 | 0.8 | 1.6 | 0.8 | 2.1
NPR1 activator | . | 1 | 1 | 4 | 10

16: NS(=O)(=O)OCc1ccc(C(F)(F)F)cc1
17: O=C(CSC1=NS(=O)(=O)c2ccccc2N1)NCc1ccc(F)cc1
18: O=C(CSCc1ccc([N+](=O)[O-])cc1)NN=C1CCCCCC1
19: O=C(NCCN1CCC(n2c(=O)[nH]c3ccccc32)CC1)c1ccncc1
20: O=C(NCCc1ccc(Cl)cc1)c1ccc(CS(=O)Cc2ccccc2Cl)o1 (stereo not given)
21: O=C(Nc1cc(-c2nc3ncccc3o2)ccc1Cl)c1ccc2c(c1)OCO2
22: COC(=O)N/N=C/c1cc(C)n(-c2ccc(F)cc2)c1C
23: Cc1[nH]c2ccc(F)cc2c1CCNC(=O)C1CCCCC1C(=O)OCC(F)(F)F (stereo not given)
compound no. | 16 | 17 | 18 | 19 | 20 | 21 | 22 | 23
DAX1 inh-1 | 1.5 | -0.5 | -0.7 | . | -0.8 | 0.0 | 0.6 | 0.2
ADAM17 inh | -2 | 2 | 0 | -2 | -1 | -2 | -5 | 0
PG9 binder | -1.1 | -1.4 | -1.3 | -0.9 | -0.1 | -1.6 | -2.2 | 1.6
ADAM10 inh | 7 | -7 | -10 | -2 | 6 | -11 | -9 | -3
hcDAF12 agonist | -1.2 | -0.2 | -1.1 | 0.1 | -3.5 | -0.3 | 0.2 | -1.5
hgDAF-12 ag | 1.9 | 0.1 | -1.9 | 0.6 | -2.7 | -1.0 | -0.8 | -0.3
SMARCA2 activ | 0 | -3 | -2 | -2 | -1 | -1 | 4 | -3
DAX1 inh-2 | -0.2 | 0.1 | 0.1 | -0.9 | -2.5 | 0.0 | 0.1 | -0.2
ssDAF12 agonist | -1.1 | -1.2 | -1.7 | -0.8 | -1.8 | -0.8 | -0.6 | -0.5
GAA850 FXN act | 1.1 | -0.6 | 1.2 | . | 1.2 | 1.8 | 2.0 | -1.1
NPR1 activator | 0 | 1 | -1 | 2 | 1 | 2 | -7 | -3

Part of the list above in order of number of heavy atoms, rising.
16: NS(=O)(=O)OCc1ccc(C(F)(F)F)cc1
13: COc1c2c(cc3oc(=O)ccc13)OC(C)(C)C=C2
15: O=C(Nc1nc(-c2ccccc2)cs1)c1cccnc1
22: COC(=O)N/N=C/c1cc(C)n(-c2ccc(F)cc2)c1C
18: O=C(CSCc1ccc([N+](=O)[O-])cc1)NN=C1CCCCCC1
10: Cc1cc(N)n(-c2ccc(S(=O)(=O)N3CCOCC3)cc2[N+](=O)[O-])n1
11: O=C1CC(Sc2nnc(-c3ccccc3O)o2)C(=O)N1c1ccccc1 (stereo not given)
compound no. | 16 | 13 | 15 | 22 | 18 | 10 | 11
DAX1 inh-1 | 1.5 | 3.8 | 0.0 | 0.6 | -0.7 | 2.1 | 1.6
ADAM17 inh | -2 | -260 | 2 | -5 | 0 | -5 | -8
PG9 binder | -1.1 | 0.1 | -0.7 | -2.2 | -1.3 | 0.3 | 1.4
ADAM10 inh | 7 | i | 1 | -9 | -10 | -3 | -20
hcDAF12 agonist | -1.2 | 3.9 | -2.0 | 0.2 | -1.1 | -0.5 | -1.7
hgDAF-12 ag | 1.9 | 10 | 0.9 | -0.8 | -1.9 | -0.2 | -2.8
SMARCA2 activ | 0 | 3 | -1 | 4 | -2 | -1 | 1
DAX1 inh-2 | -0.2 | 0.6 | 0.3 | 0.1 | 0.1 | 0.1 | -0.2
ssDAF12 agonist | -1.1 | -1.0 | -1.2 | -0.6 | -1.7 | -1.4 | -1.5
GAA850 FXN act | 1.1 | 1.6 | 2.1 | 2.0 | 1.2 | -0.2 | -3.4
NPR1 activator | 0 | 1 | 10 | -7 | -1 | -2 | .

19: O=C(NCCN1CCC(n2c(=O)[nH]c3ccccc32)CC1)c1ccncc1
20: O=C(NCCc1ccc(Cl)cc1)c1ccc(CS(=O)Cc2ccccc2Cl)o1 (stereo not given)
23: Cc1[nH]c2ccc(F)cc2c1CCNC(=O)C1CCCCC1C(=O)OCC(F)(F)F (stereo not given)
compound no. | 19 | 20 | 23
DAX1 inh-1 | . | -0.8 | 0.2
ADAM17 inh | -2 | -1 | 0
PG9 binder | -0.9 | -0.1 | 1.6
ADAM10 inh | -2 | 6 | -3
hcDAF12 agonist | 0.1 | -3.5 | -1.5
hgDAF-12 ag | 0.6 | -2.7 | -0.3
SMARCA2 activ | -2 | -1 | -3
DAX1 inh-2 | -0.9 | -2.5 | -0.2
ssDAF12 agonist | -0.8 | -1.8 | -0.5
GAA850 FXN act | . | 1.2 | -1.1
NPR1 activator | 2 | 1 | -3

Compounds were not picked by outcome. Share with any hit: about 6.8%.
